# Growth percent in the NCI-60 one-dose screen (48 h, 10 µM unless noted): 100 = growth as untreated, 0 = no growth, -100 = all killed.
# HCT-116 – HCT-116 colon cancer; hit rate 7.3% among 82,000; AID 1794798
# HCT-15 – HCT-15 colon cancer | hit rate 5.2% among 82,000
# NCI-H322M – NCI-H322M lung cancer | hit rate 2.7% among 80,000
# NCI/ADR-RES – NCI/ADR-RES ovarian cells | hit rate 4.4% among 81,000
# COLO 205 – COLO 205 colon cancer. hit rate 7.3% among 79,000. AID 1794742
# NCI-H226 – NCI-H226 lung cancer; hit rate 3.5% among 79,000; AID 1794732
# NCI-H522 – NCI-H522 lung cancer | AID 1794739 | hit rate 8% among 78,000
# NCI-H23 – NCI-H23 lung cancer; hit rate 4% among 80,000
# NCI-H460 – NCI-H460 lung cancer; hit rate 6.8% among 82,000; AID 1794736
# Numbers without * were called inactive; . = not tested or not shown; & = joins results of further samples; [ ] = remark or other dose. Rule for the calls: active = growth percent below 10; inactive = the rest. Compounds as they come; overall some 13% were active at least once.
SMILES,HCT-116,HCT-15,NCI-H322M,NCI/ADR-RES,COLO 205,NCI-H226,NCI-H522,NCI-H23,NCI-H460
C#CCC1(CC#C)C(=O)[C@@H]2C[C@@H](O)[C@@H](O)C[C@]2(C)[C@H]2CC[C@@]3(C)C(=C21)CC[C@@H]3[C@@](C)(O)[C@H](O)CCC(C)(C)O,103,106,95,105,114,102,81,102,110
CC(=O)N(Cc1ccccc1)C1CC(=O)N(Cc2ccccc2)C1=O (stereo not given),.,103,110,110,102,.,87,106,111
CC(=O)CC(=O)OC1CCCCC1,82,91,114,95,108,94,96,90,72
ClC(Cl)(Cl)c1nc2ccccc2s1,78,89,89,101,97,94,65,93,95
COc1cc2c(cc1OC)=NC(=O)/C(=C\c1sc(=O)[nH]c1O)C=2,103,101,105,104,100,104,91,104,104
COc1ccc(/C=N/NC(=O)c2cn(C3CC3)c3c(OC)c(N4CC5CCCNC5C4)c(F)cc3c2=O)cc1 (stereo not given),54,48,90,91,95,99,102,86,92
N#CC(CCCN1CCCCC1)(c1ccccc1)c1ccccc1,100,95,97,94,112,95,104,101,110
Nc1cc2c(cc1Br)-c1ccc(F)cc1C2=O,98,105,96,104,99,93,88,103,112
Nc1nc(-c2ccccc2)c(CCCOc2ccc([N+](=O)[O-])cc2)c(=O)[nH]1,102,103,106,105,109,95,99,95,105
COc1ccc(C2C3Cc4cc(OC)c(OC)cc4C3=NN2C(=O)Nc2c(C)cccc2C)cc1 (stereo not given),100,90,101,102,124,109,85,95,109
COC(=O)[C@]12CC[C@@H](C)[C@H](C)[C@H]1[C@]13O[C@H](C1=O)[C@@H]1[C@@]4(C)CC[C@H](OC(C)=O)C(C)(C)[C@@H]4CC[C@@]1(C)[C@]3(C)CC2,88,104,98,110,.,106,84,101,107
N#Cc1ccc(-c2cn(CC(=O)Nc3nc4ccccc4s3)nn2)cc1,103,104,.,109,112,105,90,105,106
COc1ccc2c(c1)c(CC(=O)[Se]C)c(C)n2C(=O)c1ccc(Cl)cc1,0.3*,15,56,3.7*,50,-34*,.,5.4*,3.4*
CSc1nn2c(-c3ccc(Cl)cc3)ccnc2c1C#N,39,96,85,87,99,82,87,85,37
CN1C(=O)N(C)C2C1NN=c1s/c(=C\c3ccc(F)cc3)c(=O)n12 (stereo not given),4.9*,27,54,10,12,63,2.1*,51,13
Cc1cccc2cc(C(c3nnnn3Cc3ccc4c(c3)OCO4)N3CCN(C)CC3)c(=O)[nH]c12 (stereo not given),101,112,110,108,119,103,112,106,110
C/C(=C(/c1ccc(Cl)cc1)c1ccc(OCCN2CCCC2)cc1)c1ccc(Cl)cc1,50,42,93,90,48,107,89,80,71
COc1ccc(-c2cc(-c3ccccn3)c(C#N)c(=O)[nH]2)cc1S(N)(=O)=O,96,98,96,93,113,99,89,94,96
COc1ccc([C@@H]2c3[nH]c4ccccc4c3CC3C(=O)N(C4CCN(Cc5c(F)cccc5F)CC4)CC(=O)N32)c(OC)c1 (stereo not given in full),-15*[5.26 µM],48[5.26 µM],83[5.26 µM],.,58[5.26 µM],57[5.26 µM],68[5.26 µM],.,66[5.26 µM]
Cc1ccc(Nc2nc3c(s2)C2=CC[C@H]4[C@@H]5CC[C@H]([C@H](C)CCCC(C)C)[C@@]5(C)CC[C@@H]4[C@@]2(C)CC3)cc1,106,110,106,98,114,102,105,106,113
N#Cc1c(NC(=O)C(Cl)(Cl)Cl)sc2c1CCCC2,106,98,110,106,115,91,92,101,107
O=C(Nc1ccncc1)C(=O)c1cn(S(=O)(=O)c2cccc3ccccc23)c2ccccc12,46,66,86,78,101,77,48,62,86
Cc1ccc(N(C(=O)C2CC2c2ccc(F)c(F)c2)C(C(=O)NCCN2CCOCC2)c2ccc([N+](=O)[O-])cc2)cc1 (stereo not given),79,99,98,109,106,105,79,104,109
Nc1c(C(=O)N(c2ccccc2)c2ccccc2)sc2nc3c(cc12)C(=O)CCC3,94,90,102,101,109,104,103,101,100
Cc1ccc(S(=O)(=O)Nn2c(COc3ccccc3)nc3ccccc3c2=O)cc1,102,104,94,100,109,100,91,89,100
COc1ccc(/C=N/N=C(/C)c2nnn(-c3ccc(Cl)cc3)c2C)cc1,97,97,90,96,108,98,94,99,105
CC1(C)OC[C@H]([C@@H]2OC(=C(c3ccccc3)c3ccccc3)[C@@H]3OC(C)(C)O[C@H]23)O1,72,95,114,87,106,94,71,83,114
Cc1ccc(-n2c(SCC(=O)Nc3ccc(-c4nc5ccccc5[nH]4)cc3)nc3ccccc3c2=O)cc1,109,102,108,107,123,95,98,.,101
Fc1cc(-c2cnc3nonc3n2)c(Cl)cc1Cl,7.7*,51,94,102,60,111,-72*,94,106
O=C(CC(=O)Nc1ccc(Oc2ncnc3scc(Nc4n[nH]c(=S)s4)c23)cc1)Nc1ccc(Br)cc1,107,100,106,103,107,94,90,.,107
Cc1ccnc(SC#N)n1,102,107,117,103,115,90,90,99,97
CN(C)c1ccc(/C=C(/C#N)C(N)=O)cc1,103,100,96,114,113,96,81,106,97
CCCCN(CCCC)CC(=O)c1ccc2cc(Br)c3ccccc3c2c1,91,98,107,91,103,87,71,87,108
CCn1c2ccccc2c2cc(-n3nncc3-c3ccccc3)ccc21,5.1*,8.4*,45,6.1*,-11*,48,4.5*,7.2*,0.5*
CCOC(=O)c1c(C)oc2ncnc(Nc3ccc(OCc4ccc(Cl)c(Cl)c4)cc3)c12,94,104,98,103,111,94,91,96,102
Cc1[nH]c(-c2cc(N)ccc2Cl)c2c1C(=O)CCCC2,29,18,41,33,23,36,16,36,57
Cc1noc(C)c1CSc1nc2cc(Cl)c(Cl)cc2[nH]1,100,107,110,105,118,93,.,93,112
COc1cc(NCC(O)CO)c2ncccc2c1 (stereo not given),101,100,119,102,110,90,104,102,89
S=c1[nH]c(-c2ccccc2)cs1,92,102,107,103,107,89,106,99,109
NC(=O)c1c(NC(=O)c2ccc(C(F)(F)F)cc2)sc2c1CCC(=O)C2,3.9*,-21*,92,0.9*,-65*,-24*,-26*,-6.8*,19

# Entries of single compounds as entered above. Order of values: HCT-116	HCT-15	NCI-H322M	NCI/ADR-RES	COLO 205	NCI-H226	NCI-H522	NCI-H23	NCI-H460
# Profile of NC(=O)c1c(NC(=O)c2ccc(C(F)(F)F)cc2)sc2c1CCC(=O)C2 = 3.9*	-21*	92	0.9*	-65*	-24*	-26*	-6.8*	19
# Profile of CCOC(=O)c1c(C)oc2ncnc(Nc3ccc(OCc4ccc(Cl)c(Cl)c4)cc3)c12 = 94	104	98	103	111	94	91	96	102
# Profile of CCCCN(CCCC)CC(=O)c1ccc2cc(Br)c3ccccc3c2c1 = 91	98	107	91	103	87	71	87	108
# Profile of Cc1ccnc(SC#N)n1 = 102	107	117	103	115	90	90	99	97
# Profile of CN(C)c1ccc(/C=C(/C#N)C(N)=O)cc1 = 103	100	96	114	113	96	81	106	97

# (cont.)
SMILES,HCT-116,HCT-15,NCI-H322M,NCI/ADR-RES,COLO 205,NCI-H226,NCI-H522,NCI-H23,NCI-H460
COc1ccc([C@H]2C(=O)N(c3cc(OC)c(OC)c(OC)c3)[C@@H]2c2ccc(OC)c(O)c2)cc1,6.0*,9.5*,43,10,-76*,42,-49*,24,4.4*
Cn1cnc2c(=O)nc(N)n(C)c21,101,99,118,99,115,97,116,88,104
CN(C)c1ccc(/C=C2\N=C(c3ccccc3)OC2=O)cc1,104,106,98,107,106,102,91,99,113
CC(C)NC(=O)C1(N2C(=O)c3ccccc3C2=O)CCCC1,101,98,105,108,118,94,.,105,107
O=C1C2=C(C(=O)c3c(O)ccc(O)c31)N(c1ccc(N3CCOCC3)nc1)Cc1ccccc1O2,-84*,-77*,-15*,5.4*,-68*,0.0*,-47*,-34*,-33*
Cc1ccc(N2COc3ccc4ccccc4c3C2)cc1,92&113,93&99,96&120,97&96,113&109,79&103,90&92,84&93,109&104
O=C(Nc1ccc(CN2CCc3nc4cc(O)c(O)cc4cc32)cc1)c1cccc(Cl)c1Cl,100,102,93,103,102,85,.,97,111
COC(=O)[C@]1(CCSC)N[C@H](c2cn(-c3ccccc3)nc2C)[C@@H]2C(=O)N(c3ccc(C)cc3)C(=O)[C@@H]21,92,97,104,93,113,129,90,100,104
N#Cc1c(NC(=O)Nc2ccccc2Br)sc2c1CCCC2,95,101,98,100,.,94,93,104,108
CC(C)CC(CC(C)C)OB(OC(CC(C)C)CC(C)C)OC(CC(C)C)CC(C)C,105,102,116,102,105,97,.,103,104

# Part of the list above in order of heavy-atom count, smallest number first.
SMILES,HCT-116,HCT-15,NCI-H322M,NCI/ADR-RES,COLO 205,NCI-H226,NCI-H522,NCI-H23,NCI-H460
CC(C)CC(CC(C)C)OB(OC(CC(C)C)CC(C)C)OC(CC(C)C)CC(C)C,105,102,116,102,105,97,.,103,104
O=C(Nc1ccc(CN2CCc3nc4cc(O)c(O)cc4cc32)cc1)c1cccc(Cl)c1Cl,100,102,93,103,102,85,.,97,111
O=C1C2=C(C(=O)c3c(O)ccc(O)c31)N(c1ccc(N3CCOCC3)nc1)Cc1ccccc1O2,-84*,-77*,-15*,5.4*,-68*,0.0*,-47*,-34*,-33*

# Next records:
SMILES,HCT-116,HCT-15,NCI-H322M,NCI/ADR-RES,COLO 205,NCI-H226,NCI-H522,NCI-H23,NCI-H460
CCOC(=O)CCCCCN,114,102,109,109,114,98,104,106,105
COc1ccc2nc3ccccc3c(NCCNCCO)c2c1,-37*,20,-25*,69,-75*,-11*,-49*,-40*,-41*
CCCC1=C(C(=O)OCC)C(c2ccc(OC)cc2)NC(=O)N1 (stereo not given),118,102,97,102,105,87,98,91,104
COC1=CC(=N/Cl)/C=CC/1=N/Cl,103,102,106,102,109,95,.,102,110
O=S(=O)(O)c1cc(O)c2ccccc2c1,103,104,102,100,98,92,96,93,106
O=C(Nc1ccccc1Cl)N1CCOCC1,109,107,103,.,123,90,101,98,110
CCN1CCN(CCNc2nccc(-c3c(-c4ccc(F)c(O)c4)nc4occn34)n2)S1(=O)=O,16,18,64,12,29,6.7*,-3.4*,14,35
Clc1ccc2oc3c(NCCCn4ccnc4)c4ccccc4nc3c2c1,11,13,42,41,55,40,48,.,-26*
NC(=S)NNC1CCCCC1,92,100,88,101,100,91,72,98,104
CC(=O)C(=Cc1ccc(Br)cc1)C(C)=O,98,93,97,98,106,92,88,98,103
COC(=O)c1nc(=S)[nH]c(C(=O)OC)c1C(=O)c1ccc(OC)cc1,115,100,104,100,117,91,101,97,114
C#CCN1C(=O)/C(=c2\sc3n(c2=O)C2C(NN=3)N(CC)C(=O)N2CC)c2ccccc21 (stereo not given),4.4*,16,44,-4.9*,-12*,98,25,19,5.2*
CCCCCNC(C)(C)COC(=O)c1ccc([N+](=O)[O-])cc1,100,98,107,121,.,111,99,113,103
O=C(NCCO)c1ccc2c(c1)nc(Nc1cccc(Cl)c1)c1ccncc12,90,91,121,108,96,97,83,100,93
c1ccc(SCCCc2ccncc2)cc1,94,98,101,102,103,.,80,92,96
CCOC(=O)c1cn2c3c(c(C)cc(C)c3c1=O)C(=O)/C(=C/c1ccccc1)C2,94,116,95,109,103,81,72,99,112
O=C(NCCn1cc(C(O)c2cn(Cc3ccccc3)c3ccccc23)nn1)c1ccc(Cl)cc1 (stereo not given),82,99,88,97,107,97,80,97,102
CC1OC(=O)C(C)C1=O (stereo not given),84,108,98,100,107,75,93,101,105
CN(C)/C=C1\CC2C(=O)N(Cc3ccccc3Cl)C(N(C)C)N2C1=O (stereo not given),103,100,107,100,112,108,77,98,109
CNC(=O)c1cc(-n2ccc3cc(NC(=S)Nc4ccc(Cl)c(Cl)c4)ccc32)ccn1,34,34,93,56,29,82,65,61,40
NCc1ccncc1,107,98,107,110,116,108,105,107,119
COc1ccc(/C=C/C(=O)c2ccc(NC(=O)CN3CCN(c4cc5c(cc4F)c(=O)c(C(=O)O)cn5C4CC4)CC3)cc2)cc1,25,108,96,107,120,95,111,100,112
NC(=Nc1cccc2ccccc12)SCCSC(N)=Nc1cccc2ccccc12,81,100,89,102,100,91,76,102,98
O=C(COc1ccc(Cl)cc1)OCCCl,100,93,95,110,97,105,77,106,111
CCCCCCCO,102,96,93,107,118,95,.,106,110
Fc1ccc(-c2nc(C(Cl)Cl)nc3cc(-c4ccccc4)nn23)cc1,5.4*,4.0*,-42*,18,-76*,75,-41*,.,-68*
CNCCn1c2ccccc2c2nc3cc(C)c(C)cc3nc21,77,64,89,65,90,64,54,73,94
Cc1ccc(S(=O)(=O)N2CCc3c([nH]c4ccccc34)C2c2ccc(C=O)cc2)cc1 (stereo not given),76,88,98,96,92,87,82,88,92
COc1ccc(C(=O)c2cc(OC)c(OC)c(OC)c2)cc1/C=C/C(=O)c1cc(OC)c(OC)c(OC)c1,68,65,91,81,96,89,84,80,84
Cc1ccc(NC(=O)CSc2nc3ccccc3nc2C)cc1,89,94,93,78,102,79,79,77,92
C=C(C)[C@@H]1CC[C@]2(COC(=O)c3ccco3)CC[C@]3(C)[C@H](CC[C@@H]4[C@@]5(C)CC[C@H](OC(=O)c6ccco6)C(C)(C)[C@@H]5CC[C@]43C)[C@@H]12,105,106,106,113,109,109,103,112,114
C=C1[C@@H](C)[C@H]2[C@H](Cc3ccccc3)NC(=O)[C@]23OC(=O)/C=C/[C@H](OC(C)=O)CCC[C@@H](C)C/C=C/[C@H]3[C@@H]1OC(C)=O,77,71,87,77,104,87,.,88,92
CCN(CC)S(=O)(=O)c1cccc([N+](=O)[O-])c1,81,107,104,103,102,85,72,102,99
COc1cccc(Oc2nc(Nc3ccc(N4CCOCC4)cc3)ncc2NC(N)=O)c1,100,96,92,102,99,88,79,79,99
C(/C=C/c1ccccc1)=Nc1ccc(CCc2ccc(N=C/C=C/c3ccccc3)cc2)cc1,54,16,98,81,101,96,77,85,55
CS(=O)(=O)c1ccc(C(=O)N/N=C/c2ccc(Cl)cc2)cc1,94,104,101,107,107,93,84,100,107

# Compound activity (PubChem BioAssay)
